VHR inh abs = blocks human VHR1 dual specificity phosphatase | recombinant VHR phosphatase, pNPP absorbance | inhibition, % at 13.3 µM | AID 1654 | P51452 | actives 0.52% (n = 290,000); in the data active means inhibition above about 50%; further: some compounds called inactive have numbers as strong as hits
Target sequence (P51452 whole entry, looked up): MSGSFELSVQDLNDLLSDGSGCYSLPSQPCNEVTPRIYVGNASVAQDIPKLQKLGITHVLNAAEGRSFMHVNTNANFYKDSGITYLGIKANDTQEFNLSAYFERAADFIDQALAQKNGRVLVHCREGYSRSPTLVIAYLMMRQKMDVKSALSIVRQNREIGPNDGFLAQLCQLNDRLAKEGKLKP
CCHF vOTU inh = CCHFV vOTU protease inhibition; Pep-AMC fluorescence; AID 651958; inhibition, % at 11.5 µM; actives 0.55% (n = 370,000); in the data active means inhibition above about 30%; further: 0% = vehicle wells with enzyme and 100% = no enzyme wells
TcdB inh = TcdB glycohydrolase inhibition | inhibition, % at 9.99 µM | actives 0.24% (n = 350,000) | TcdB glycohydrolase enzymatic assay, plate reader | AID 652162; in the data active means inhibition above about 10%
BoNT-A LC inh2 = BoNT A light chain protease inhibition | multiplex microsphere protease substrate cleavage, flow cytometry | AID 588499 | inhibition, % at 10 µM | actives 0.17% (n = 360,000); further: plate controls were buffer without enzyme for full effect and enzyme alone for no effect
Anthrax LF prot = anthrax lethal factor protease inhibition. multiplex microsphere protease cleavage assay, LF. inhibition, % at 10 µM. actives 0.12% (n = 360,000). AID 588501; further: plate controls were buffer without enzyme for full effect and enzyme alone for no effect
Target sequence (P15917 whole entry, looked up): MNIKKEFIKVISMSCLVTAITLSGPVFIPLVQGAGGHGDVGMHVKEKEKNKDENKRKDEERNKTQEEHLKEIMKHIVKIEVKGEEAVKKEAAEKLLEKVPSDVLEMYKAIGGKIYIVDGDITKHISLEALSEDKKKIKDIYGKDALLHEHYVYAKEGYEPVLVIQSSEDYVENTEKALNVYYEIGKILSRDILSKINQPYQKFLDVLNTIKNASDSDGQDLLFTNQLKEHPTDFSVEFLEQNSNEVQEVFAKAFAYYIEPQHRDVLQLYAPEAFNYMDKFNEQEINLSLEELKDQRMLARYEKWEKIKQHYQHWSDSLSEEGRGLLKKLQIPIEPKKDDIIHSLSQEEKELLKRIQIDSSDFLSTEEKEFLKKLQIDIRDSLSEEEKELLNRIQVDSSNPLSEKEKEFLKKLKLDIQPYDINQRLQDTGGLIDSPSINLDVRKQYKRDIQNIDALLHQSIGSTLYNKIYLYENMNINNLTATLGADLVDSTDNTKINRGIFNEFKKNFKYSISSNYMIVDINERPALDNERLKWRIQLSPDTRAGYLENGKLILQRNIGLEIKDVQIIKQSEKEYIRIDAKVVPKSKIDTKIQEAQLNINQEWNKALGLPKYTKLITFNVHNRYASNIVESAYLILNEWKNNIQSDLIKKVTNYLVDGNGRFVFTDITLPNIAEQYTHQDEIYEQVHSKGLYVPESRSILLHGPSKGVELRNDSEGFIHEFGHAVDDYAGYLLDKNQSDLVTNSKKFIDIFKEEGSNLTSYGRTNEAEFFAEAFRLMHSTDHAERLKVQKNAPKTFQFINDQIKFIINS
SSB-PriA inh = blocks PriA binding to SSB C-terminal tail | AlphaScreen SSBct-PriA binding, biotinylated peptide | inhibition, % at 33 µM | actives 0.6% (n = 430,000); in the data active means inhibition mostly above about 37%, no sharp cut-off; inactive means mostly below about 20%;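 further: plate controls were negative control peptide for no effect and reference peptide for full effect; strong numbers were not always called active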
3CLpro inhibitor = SARS-CoV 3CLpro protease inhibition; P0C6X7; recombinant SARS-CoV 3CLpro, quenched FRET peptide cleavage; inhibition, % at 6 µM; actives 0.14% (n = 290,000); AID 1706; in the data active means inhibition above about 12%
PfHsp40 yeast = restores yeast growth despite PfHsp40 toxicity | S. cerevisiae expressing PfHsp40, growth rescue, ATP luminescence | growth rescue, % at 12.5 µM | actives 0.68% (n = 340,000); in the data active means growth rescue above about 28%, passing the limit was not always enough; inconclusive means no clear call, values can overlap the other calls;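 further: yeast W303a lacking pdr1 and pdr3 grown in galactose medium; growth measured after three days at 30 °C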
Vc quorum ag = quorum light induction in luxS cqsA deficient V. cholerae. actives 0.16% (n = 350,000). V. cholerae BH1578 lux reporter, luminescence, 6 h. activation, % at 18.7 µM. AID 588436; in the data active means activation mostly above about 9.7%, no sharp cut-off; inconclusive means no clear call, values can overlap the other calls; inactive means mostly below about 3.7%; further: not every result past the cut was called active; inactives centre near 0; reference of the scale not given here
Yp Topo-I inh = inhibitors of Yersinia pestis topoisomerase I. Y. pestis Topo-I cleavage product accumulation, plate reader. activity, % at 10 µM. actives 0.064% (n = 360,000); in the data active means activity above about 50%, passing the limit was not always enough; inconclusive means no clear call, values can overlap the other calls; further: inactives centre near 2
* = called active by the depositor; i = inactive; ? = inconclusive; . = not tested or not shown; & = joins results of further samples. Unless noted, no stated cut-off is given here; in the data, active means inhibition above about 30%; inconclusive means no clear call, values can overlap the other calls; inactive means below that. A portion of the library. The share of hits here may be higher or lower than overall.

smiles | VHR inh abs | CCHF vOTU inh | TcdB inh | BoNT-A LC inh2 | Anthrax LF prot | SSB-PriA inh | 3CLpro inhibitor | PfHsp40 yeast | Vc quorum ag | Yp Topo-I inh
Cc1cc([N+](=O)[O-])nn1CC(=O)N/N=C/c1ccccc1O | 9 | 8 | -7.4 | -0.4 | -7 | . | -6 | -1.6 | -0.5 | -3
O=C(O)c1ccc(OCCn2ccnc2)cc1 | 27 | -2 | 0.6 | -0.4 | 0 | -18 | 1 | 0.9 | i | -1
CCC1CCCCN1S(=O)(=O)c1ccc([N+](=O)[O-])cc1 (stereo unspecified) | 51* | 6 | 1.6 | 5.7 | -13 | 17 | -5 | -0.9 | -0.3 | -2
COc1ccc2c(c1)c(=O)oc1cc(OCC(=O)NC3CCCCC3)ccc12 | 21 | 12 | . | 3.0 | 3 | -20 | 0 | -0.2 | 0.8 | 3
Cc1sc2nc(SCC(=O)N(CCO)CCO)nc(N)c2c1C | -8 | 22 | 3.1 | 0.3 | -4 | -5&-11 | 1 | -0.3 | -0.5 | 1
CCN(C(=O)COC(=O)c1ccc(C)c(S(=O)(=O)N2CCCCC2)c1)C1CCS(=O)(=O)C1 (stereo unspecified) | . | -5 | 2.0 | 0.3 | -1 | 7 | . | -0.3 | i | 5
COc1cc2c(cc1OC)CN(C1CCCN(Cc3cc(Cl)ccc3O)C1)CC2 (stereo unspecified) | -13 | -5 | 0.1 | -0.9 | 10 | -7 | 0 | 4.3 | -0.3 | 4
Cc1ccccc1Sc1c(C#N)c(-c2ccccc2)nn1C | 3 | -15 | . | -0.1 | -2 | -19 | -6 | 5.2 | -0.4 | 3
CCOc1ccc2nc(N3C(=O)/C(=C/c4ccc(Cl)cc4)NC3=S)sc2c1 | 3 | -1 | . | 0.9 | -2 | 11 | 2 | -0.9 | -0.2 | 5
Cc1sc2nc(SCC(=O)N(C)Cc3ccccc3)n(-c3ccccc3)c(=O)c2c1C | 8 | 2 | . | 0.0 | 0 | -7 | -4 | -1.4 | -3.6 | 12
COc1ccc(CCN2C(=NC(=O)CCC(=O)O)SC3CS(=O)(=O)CC32)cc1 (stereo unspecified) | -7 | -3 | . | -0.8 | -1 | 2 | -2 | -1.8 | -0.4 | -5
COc1ccc(C(=O)NCc2ccncc2)cc1S(=O)(=O)NCc1ccc(Cl)cc1 | . | 1 | -1.0 | . | . | 12 | . | -0.8 | i | 1
Cc1ccc(C)c(N2CC(C(=O)OCC(=O)Nc3cc(C)on3)CC2=O)c1 (stereo unspecified) | 31 | 5 | 0.0 | -0.6 | 1 | -23 | 2 | -1.9 | i | -1
CC1=CC(=C2C(=O)NC(=S)NC2=O)C=C(C(F)(F)F)N1Cc1ccccc1 | 24 | -4 | 2.9 | 1.9 | 10 | -2 | 0 | 0.7 | 267* | 10
C=CCN1C(=O)N(/C=C/C)c2cccc3cccc1c23 | -11 | 1 | . | -0.5 | -10 | -15 | 4 | 0.7 | 2.1 | 33
CCCCNC(C(=O)Nc1ccc([N+](=O)[O-])cc1Br)c1ccccc1 (stereo unspecified) | 2 | -3 | -1.2 | 0.3 | 1 | -2 | 2 | 1.4 | -0.3 | 9
CC(=O)Nc1ccc(N2C(=O)CSC2c2cccc(Br)c2)cc1 (stereo unspecified) | 66 | 5 | 1.1 | -0.2 | 0 | -1 | -5 | . | -0.8 | 4
c1ccc(CN2CCC3(CC2)Nc2ccccc2S3)cc1 | 18 | 0 | -1.0 | ? | -16 | 9 | 3 | 0.3 | -0.6 | -4
Cc1ccc(S(=O)(=O)Nc2ccc3nc(-c4cccn4C)[nH]c3c2)cc1 | 13 | 16 | . | -1.3 | -4 | 88* | -4 | 2.8 | i | -14
CCOC(=O)c1sc2nc(CN3CCCCC3)nc(Cl)c2c1C | 15 | . | . | -0.4 | -7 | 2 | 0 | -2.6 | -0.1 | 5
Cc1cc(NC(=O)CSc2nc(=O)n3cc(Cl)ccc3n2)no1 | . | -8 | 0.6 | 2.6 | 4 | -4&-6 | . | 0.3 | -1.4 | 7
CCn1nnc(-c2ccc(N)cc2)n1 | 14 | -1 | 1.0 | 0.4 | 1 | 10 | -1 | 3.5 | -0.3 | -4
Cc1ccc(C(=O)c2ccccc2C(=O)OCC(=O)Nc2cccc([N+](=O)[O-])c2)cc1 | 17 | 11 | . | -1.3 | -5 | -4 | -2 | 0.7 | -0.1 | 0
CC(=O)Nc1cccc(-c2ccnc3c2CC(C(=O)Nc2ccccc2)O3)c1 (stereo unspecified) | . | -6 | 0.6 | -0.1 | -6 | . | . | . | -0.3 | -1
NC(=O)c1ccc(NC(=O)COC(=O)C2COc3ccccc3O2)cc1 (stereo unspecified) | . | 0 | -0.2 | -0.1 | -3 | -8 | . | -0.6 | -3.4 | -1
CCOC(=O)c1cn(-c2ccc(F)c(F)c2F)c2c(F)c(F)c(F)cc2c1=O | 9 | 19 | . | 0.4 | -3 | -10 | -3 | -0.5 | 0.4 | -3
C=CCNC(=S)N/N=C(\C)c1ccccn1 | -8 | -7 | . | -2.4 | -2 | . | 0 | 0.1 | 1.4 | 13
Cc1noc(NS(=O)(=O)c2ccc(NC(=O)COc3ccc(C#N)cc3)cc2)c1C | . | -8 | -1.6 | -0.2 | 2 | -17 | . | 0.8 | . | 6
O=C(COC(=O)c1cccc(NS(=O)(=O)c2ccc(F)c(F)c2)c1)NC(=O)NC1CCCC1 | 21 | 6 | 0.7 | 0.3 | 1 | -11 | 3 | 1.2 | -0.5 | 22
COc1ccccc1CN1CC(C(=O)NCCCCc2ccccn2)CCC1=O (stereo unspecified) | . | 0 | -1.5 | -0.3 | -2 | . | . | . | -0.2 | -9
O=C(N/C(=C\c1ccco1)C(=O)N1CCCC(CO)C1)c1ccccc1 (stereo unspecified) | -9 | -12 | 1.0 | -1.7 | 2 | -2 | -3 | 1.6 | -0.2 | -4
CCCCNC(=O)C1c2cc(OC)c(OC)cc2C(=O)N(C)C1c1cccs1 (stereo unspecified) | 8 | -1 | 0.8 | 0.0 | 0 | -12 | 3 | -1.1 | -0.2 | -11
COc1ccc(NC(=O)C(c2ccccc2)N(C)C(=O)CNC(C)=O)cc1 (stereo unspecified) | 3 | -14 | . | -2.2 | -7 | 8 | 2 | -1.7 | i | 3
O=C(CSc1ccc2ccccc2n1)NCc1ccc2c(c1)OCO2 | 32 | -4 | 2.7 | 3.7 | 1 | -13&2&-9 | 4 | 0.1 | -0.4 | 12
C[C@H]1CN([C@@H](C)CO)C(=O)CCCn2cc(nn2)CO[C@@H]1CN(C)C(=O)c1cc(-c2ccccc2)on1 | . | -3 | -0.5&0.2 | 0.2 | 1 | . | . | . | i | 14
O=C(CN1CCc2ccccc2C1)Nc1cccc(S(=O)(=O)N2CCCC2)c1 | 22 | 1 | 3.0 | -1.1 | -2 | 3 | 3 | 0.0 | 0.7 | 17
Cc1ccc(CC(=O)NC(C)CCc2ccccc2)cc1 (stereo unspecified) | 1 | 8 | . | -1.4 | -2 | -8 | 1 | -0.5 | -0.6 | -1
CCN(CC)c1nc(Nc2ccccc2)nc(Oc2ccc(C(=O)OC)cc2)n1 | 18 | 1 | . | -1.2 | -6 | -13 | -1 | -0.1 | -0.5 | 4
Cc1ccc(S(=O)(=O)Oc2ccc(/C=N/NC(=O)c3cccnc3)cc2)cc1 | -5 | 4 | -0.2 | -0.4 | 0 | . | 3 | 0.2 | -0.5 | 9
COc1cccc(-c2nnc(SCC(=O)N3CCCc4ccccc43)o2)c1 | 12 | 6 | . | -0.4 | -3 | -6 | -2 | 1.7 | i | 18
CCOC(=O)N1CCN(C(=O)c2c[nH]c3ccc(S(=O)(=O)N(C)c4ccc(OCC)cc4)cc3c2=O)CC1 | 23 | -1 | 0.4 | 0.2 | 0 | -1 | -1 | -0.5 | -0.4 | 24
COCCn1c(SCC(=O)c2c(N)n(C3CC3)c(=O)[nH]c2=O)nnc1-c1cccc(C)c1 | . | 9 | 0.7 | 0.2 | -12 | -13 | . | 0.4 | -0.5 | 13
Cc1nc2ccccc2n1C1CCN(Cc2nnnn2CCc2ccccc2)CC1 | 26 | 2 | . | 1.2 | -6 | -6 | 4 | -0.3 | 6.7 | 28
Cn1c(-c2ccccc2)cnc1SCC(=O)NCc1ccco1 | -2 | 8 | -0.7 | 0.1 | -3 | 19&11 | 2 | -1.3 | -1.7 | 8
CC(=O)c1ccc(NC(=O)/C(=C\c2ccccc2)NC(=O)/C=C/c2ccccc2)cc1 | 20 | -15 | . | 0.1 | -13 | -4 | 10 | 2.0 | i | 37
COc1cc(S(=O)(=O)Nc2ncn[nH]2)ccc1Cl | 17 | 4 | 0.8 | -0.7 | 1 | -6 | 4 | -0.4 | -0.3 | 2
CC1(C)CC(NC(=O)c2cc(S(=O)(=O)N3CCOCC3)c(Cl)cc2Cl)CC(C)(C)N1 | . | 7 | 0.4 | ? | ? | -10 | . | . | i | -1
O=C(c1cccs1)N1CCN(C23CC4CC(CC(C4)C2)C3)CC1 | -3 | -4 | -1.2 | -0.1 | -1 | -8 | 0 | -0.3 | 0.9 | 9
Cc1cc2c3c([nH]c2cc1S(=O)(=O)N1CCC2(CC1)OCCO2)CC(C)(C)CC3=O | 3 | 1 | -0.3 | -5.2 | -4 | 2 | 8 | -1.1 | -0.3 | 13
O=C(O)CNC(=O)c1ccc(OC(F)F)cc1 | 22 | 5 | -0.1 | 0.2 | 3 | -4 | -1 | 1.0 | -10 | -3

Other compounds follow.
Values run as follows: VHR inh abs	CCHF vOTU inh	TcdB inh	BoNT-A LC inh2	Anthrax LF prot	SSB-PriA inh	3CLpro inhibitor	PfHsp40 yeast	Vc quorum ag	Yp Topo-I inh
CC1(C(=O)NS(=O)(=O)c2cccs2)CCN1C(=O)C1CC1 (stereo unspecified)
 : .	-14	-0.2	-0.3	-10	.	.	.	-0.1	8
COc1ccc(C=NNc2ccc(S(=O)(=O)Nc3ccccc3C(=O)O)cc2[N+](=O)[O-])c(OC)c1
 : .	.	1.3	0.6	4	46*	.	1.9	2.0	7
Cc1ccccc1OCC(=O)Nc1ccc2c(c1)Cc1ccccc1-2
 : 14	.	0.5	-1.4	-6	-7	3	2.8	-0.5	6
O=C(CSc1ccc(F)cc1)NC(=O)NCc1ccccc1
 : -4	14	1.8	0.4	5	-10	3	0.3	-0.3	17
C/C(=C/C=N/Nc1nc(N2CCCCC2)nc(N2CCCCC2)n1)c1ccccc1
 : -5	-1	.	-0.4	9	.	-6	-1.4	11	4
c1ccc(-c2csc(N3CCCCCC3)n2)cc1
 : 10	8	.	-1.6	-4	-24	0	-0.4	i	1
O=C(O)CNC(=S)N(Cc1ccccc1Cl)C1CCCC1
 : 3	4	0.5	-0.4	-1	-9	3	0.6	-0.1	-3
Cc1ccc2nc(NC(=O)C3CCCN(S(=O)(=O)c4cnc[nH]4)C3)sc2c1 (stereo unspecified)
 : -10	0	1.0	0.3	1	-7	-1	-0.5	-0.2	-3

Structures above that have a cyano group:
Values run as follows: VHR inh abs	CCHF vOTU inh	TcdB inh	BoNT-A LC inh2	Anthrax LF prot	SSB-PriA inh	3CLpro inhibitor	PfHsp40 yeast	Vc quorum ag	Yp Topo-I inh
Cc1ccccc1Sc1c(C#N)c(-c2ccccc2)nn1C
 : 3	-15	.	-0.1	-2	-19	-6	5.2	-0.4	3
Cc1noc(NS(=O)(=O)c2ccc(NC(=O)COc3ccc(C#N)cc3)cc2)c1C
 : .	-8	-1.6	-0.2	2	-17	.	0.8	.	6

Arranged by formula weight (falling): part of the list above.
Values run as follows: VHR inh abs	CCHF vOTU inh	TcdB inh	BoNT-A LC inh2	Anthrax LF prot	SSB-PriA inh	3CLpro inhibitor	PfHsp40 yeast	Vc quorum ag	Yp Topo-I inh
CC1=CC(=C2C(=O)NC(=S)NC2=O)C=C(C(F)(F)F)N1Cc1ccccc1
 : 24	-4	2.9	1.9	10	-2	0	0.7	267*	10
Cc1ccc(S(=O)(=O)Nc2ccc3nc(-c4cccn4C)[nH]c3c2)cc1
 : 13	16	.	-1.3	-4	88*	-4	2.8	i	-14
CCC1CCCCN1S(=O)(=O)c1ccc([N+](=O)[O-])cc1 (stereo unspecified)
 : 51*	6	1.6	5.7	-13	17	-5	-0.9	-0.3	-2
